# APJ antagonist = antagonists of human apelin receptor APJ, primary screen, CHO-K1 cells, beta-arrestin complementation, luminescence. P35414. inhibition, % at 20 µM. 0.32% of 330,000 active. AID 2521, 2010;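 active = inhibition above about 40% at 20 µM, limit read from the data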;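 also: cells challenged with 10 nM apelin-13 agonist together with compound; plate controls were apelin-13 plus DMSO wells for no effect and DMSO wells lacking apelin-13 for full effect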
# Target sequence (P35414 whole entry, looked up): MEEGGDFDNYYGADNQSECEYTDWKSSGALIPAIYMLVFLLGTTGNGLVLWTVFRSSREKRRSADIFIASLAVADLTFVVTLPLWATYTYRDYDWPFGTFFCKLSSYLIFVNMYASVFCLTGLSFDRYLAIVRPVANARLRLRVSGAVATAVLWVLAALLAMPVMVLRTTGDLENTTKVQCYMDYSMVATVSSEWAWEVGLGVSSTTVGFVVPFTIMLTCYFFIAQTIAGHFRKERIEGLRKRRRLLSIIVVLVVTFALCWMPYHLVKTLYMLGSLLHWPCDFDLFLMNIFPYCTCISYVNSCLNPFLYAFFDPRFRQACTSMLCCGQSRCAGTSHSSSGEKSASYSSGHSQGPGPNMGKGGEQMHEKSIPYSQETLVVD
# CXCR6 block = CXCR6 receptor inhibitors, primary screen, cell-based, beta-arrestin, luminescence, CHO-K1 PathHunter, 1536-well; inhibition, % at 20 µM; 0.36% of 360,000 active; AID 602244, 2012; in the data active = inhibition above about 34%, passing the limit was not always enough;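 also: antagonist mode with CXCL16 agonist at 10 nM final; 0% = 10 nM CXCL16 with DMSO and 100% = unstimulated wells without agonist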
# ATG4B inhibitor = ATG4B protease inhibitors, primary screen, biochemical, fluorescence, uHTS; ATG4B cleavage of LC3-PLA2, NBD-HPC fluorescence, 1 h; inhibition, % at 8.33 µM; 0.51% of 340,000 active; AID 504462, 2011; in the data active = inhibition above about 40%
# CCR6 antag = CCR6 receptor antagonists, primary screen, cell-based, CHO-K1, luminescence, beta-arrestin, uHTS; CHO-K1 CCR6 PathHunter beta-arrestin, CCL20-stimulated; AID 493098, 2011; 0.49% of 340,000 active; C-C chemokine receptor type 6 (Homo sapiens), P51684; inhibition, % at 20 µM;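 active = compounds whose inhibition of the agonist-driven luminescence signal at 20 µM reaches about 50%, limit read from the data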;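 also: cells stimulated with CCL20 at 14 nM final; plate controls were DMSO with CCL20 for no effect and DMSO without agonist for full effect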
# Target sequence (P51684 whole entry, looked up): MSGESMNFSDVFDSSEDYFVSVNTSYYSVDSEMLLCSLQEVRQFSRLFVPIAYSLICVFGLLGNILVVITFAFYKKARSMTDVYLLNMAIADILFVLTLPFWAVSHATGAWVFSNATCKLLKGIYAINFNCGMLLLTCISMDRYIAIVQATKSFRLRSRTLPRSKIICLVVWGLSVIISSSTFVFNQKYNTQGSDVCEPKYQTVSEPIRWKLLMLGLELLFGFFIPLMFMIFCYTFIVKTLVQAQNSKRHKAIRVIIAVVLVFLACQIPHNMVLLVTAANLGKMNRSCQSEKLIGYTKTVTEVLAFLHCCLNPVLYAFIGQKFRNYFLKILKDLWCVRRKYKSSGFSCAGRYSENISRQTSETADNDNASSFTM
# EBI2 block = EBI2 receptor antagonists, beta-arrestin recruitment, primary screen, cell-based, luminescence, 7a,25-OHC stimulation, uHTS | G-protein coupled receptor 183 (Homo sapiens), P32249 | 7a,25-OHC stimulated | inhibition, % at 5 µM | 0.81% of 360,000 active; in the data active = inhibition above about 38%;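 also: enzyme fragment complementation signal reports receptor beta-arrestin coupling in cells; 0% = agonist plus DMSO wells and 100% = wells without agonist; some results beyond the cut were filed as inactive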
# APJ agonist = agonists of human apelin receptor APJ, primary screen, CHO-K1 cells, PathHunter beta-arrestin, luminescence; AID 2520, 2010; 0.11% of 330,000 active; activation, % at 20 µM; 0% DMSO wells, 100% apelin;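 active = activation more than six SD over the plate average, tested at 20 µM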;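 also: 0% = DMSO alone and 100% = apelin-13 at 10 nM; some results filed as inactive read as strong as hits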
#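 system = engineered CHO-K1 APJ arrestin reporter cells | input = 1000 cells per well | timing = overnight seeding, 90 min compound at 25 °C, 1 h detection | measured by = enzyme-fragment complementation luminescence | read-out = beta-arrestin recruitment to APJ as agonist activity, luminescent signal | control set = negative DMSO alone, positive Apelin-13 at 10 nM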
# UBC13 inh = UBC13 polyubiquitin chain formation inhibitors, primary screen, biochemical, TR-FRET, uHTS | Ubiquitin-conjugating enzyme E2 N (Homo sapiens), P61088 | inhibition, % at 20 µM | 0.47% of 330,000 active | AID 485273, 2010; in the data active = inhibition above about 45%, passing the limit was not always enough
# Target sequence (P61088 whole entry, looked up): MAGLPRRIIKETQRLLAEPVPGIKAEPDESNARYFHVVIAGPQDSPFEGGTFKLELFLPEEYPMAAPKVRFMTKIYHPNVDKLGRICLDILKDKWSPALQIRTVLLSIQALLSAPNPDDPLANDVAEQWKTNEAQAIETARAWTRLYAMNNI
# Gli-Sufu antag = Gli-Sufu pathway antagonists, primary screen, luciferase luminescence, Sufu-KO-LIGHT cells, uHTS. AID 588413, 2011. Sufu-KO-LIGHT fibroblasts, Gli luciferase reporter luminescence. 0.74% of 340,000 active. inhibition, % at 5 µM;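 active = inhibition above about 55%, limit read from the data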;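 also: 0% = DMSO-treated cells and 100% = wells with medium but no cells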
# Active calls of the source: *; / = no result given.
SMILES,UBC13 inh,CXCR6 block,APJ antagonist,EBI2 block,Gli-Sufu antag,APJ agonist,ATG4B inhibitor,CCR6 antag
Cc1nc2c3ccccc3nc(NNC(=O)CCC(=O)NC(C)C)n2n1,3,2,11,-3,-2,0,3,-3
O=C(Nc1ccccn1)c1ccc(Cl)c(S(=O)(=O)N2CCCCCC2)c1,0,-4,-58,3,-56,-3,-4,5
CCOC(=O)c1c(-c2ccc(OC)cc2)csc1NC(=O)CNCc1ccco1,20,10,4,6,-16,-3,-1,8
O=C(O)c1ccccc1C(=O)NNC(=O)C(c1ccccc1)c1ccccc1,-7,5,4,5,1,-2,-8,-2
O=C(Nc1ccc(C(=O)N2CCCCC2)cc1)c1cccs1,6,1,-6,6,-24,0,4,-6
Cn1cc(SCC(=O)NCCc2ccccc2)c2ccccc21,1,-4,6,11,15,-3,-9,17
O=C(c1cc2ccccc2oc1=O)N(Cc1ccco1)CC1CCCO1 (stereo not drawn),3,-3,12,-4,1,-5,-13,4
COc1cccc(-c2nc(CS(=O)CC(=O)NC3CCCC3)c(C)o2)c1 (stereo not drawn),1,1,17,-4,-12,-4,-3,0
COc1ccc2nc(SCC(=O)N3CC(=O)Nc4ccccc43)c(C#N)cc2c1,40,-2,-7,57*,12,2,-16,9
CCN(CC)S(=O)(=O)c1cc(C(=O)OCC(=O)NC2CCCc3ccccc32)ccc1C (stereo not drawn),7,-2,-7,7,2,-3,5,19
O=C(Nc1ccccc1)Nc1nncs1,6,-1,11,-5,-6,0,-3,-7
Cn1c(=O)c2c(ncn2CC(COCc2ccc(Cl)cc2)OCc2ccc(Cl)cc2)n(C)c1=O (stereo not drawn),3,-11,-2,10,14,-3,-15,13
COc1cccc(NC(=O)NC2CCN(Cc3nnnn3Cc3ccc4c(c3)OCO4)CC2)c1,9,6,1,7,6,-5,-9,10
O=C(O)CCC(=O)Nc1ccc(Br)cc1C(=O)c1ccc(Cl)cc1,2,5,-9,-3,0,0,-5,8
Cc1cc(N2CCN(C)CC2)nc2ccc(NC(=S)N3CCN(c4cccc(Cl)c4)CC3)cc12,61*,5,9,-12,8,-3,-2,0

# The list continues:
SMILES,UBC13 inh,CXCR6 block,APJ antagonist,EBI2 block,Gli-Sufu antag,APJ agonist,ATG4B inhibitor,CCR6 antag
CCOC(=O)N1CCN(C(=O)CNC(=O)c2ccc(Cl)cc2)CC1,-1,-12,-1,2,-3,-3,-1,-11
CCOC(=O)c1c(NC(=O)CSc2nnc(-c3ccc(C)cc3)o2)sc(C(C)=O)c1C,-9,3,-1,11,5,1,-3,16
CC(C)(C)C(=O)/C=C1\SCC(=O)N1CC(=O)N1CCN(c2ccccc2)CC1,2,0,-2,2,5,-1,-6,-3
COC(=O)c1ccc(-n2cncn2)c([N+](=O)[O-])c1,1,7,-1,-4,-4,-2,6,-14
COc1ccccc1CC(=O)N1CCN(c2ccccc2F)CC1,7,3,14,4,0,-3,4,14
COc1cccc(OC)c1C(=O)Nc1cccc(-c2ccc(N3CCOCC3)nn2)c1,-12,3,-5,2,-67,-3,-4,9
CC(C)(C)NC(=O)CN(C(=O)CNC(=O)c1cccs1)c1ccc2c(c1)OCCO2,-2,5,0,0,-3,-5,5,11
Cc1snc(SCc2ccc(F)cc2)c1C#N,4,2,4,6,33,-5,3,19
Cc1ccccc1OCC(=O)N1N=C(c2cccnc2)CC1(O)C(F)(F)F (stereo not drawn),7,0,13,0,1,-5,-12,12
O=C(CSc1nnc(NC2CCCCC2)s1)NN1C(=O)NC2(CCCCC2)C1=O,-3,-19,-6,-17,-8,0,-12,-3
O=C(Nc1cccc(O)c1)c1cnn2cccnc12,-10,-5,7,-13,-26,0,-5,6
Cc1ccc(C(=O)N2CCC(Cc3ccccc3)CC2)cc1S(=O)(=O)N1CCOCC1,1,-3,9,5,4,3,7,3
COc1ccc(C(CC(=O)O)NC(=O)OC(C)(C)C)cc1 (stereo not drawn),-8,-5,22,5,2,3,-17,2
COC(=O)Cc1[nH]c(=S)[nH]c1C(=O)OC,8,-4,-18,-4,2,-3,1,-20
C=CC(=O)Nc1ccc(CN2C(=O)N(c3c(Cl)c(OC)cc(OC)c3Cl)Cc3cnc(NCCCCN(CC)CC)nc32)cc1,63*,-8,-14,-23,10,0,-2,-3

# Next section.
SMILES,UBC13 inh,CXCR6 block,APJ antagonist,EBI2 block,Gli-Sufu antag,APJ agonist,ATG4B inhibitor,CCR6 antag
O=C(Cn1ncc2c3ccccc3n(Cc3ccccc3)c2c1=O)N1CCN(c2ncccn2)CC1,0,18,9,-1,11,1,-21,7
O=C1CSC(=Nc2ccc(Cl)cc2)N1Cc1ccco1,-2,-5,6,-2,6,-5,7,6
Cc1cc(C)cc(OCC(=O)OCC(=O)c2ccc3c(c2)NC(=O)CO3)c1,-6,6,-2,-7,-4,-3,-2,15
CCCn1nnnc1SCC(=O)N(C(C)C)C(C)C,-2,-1,2,-4,-7,-2,-2,-2
CC1CN(Cc2nc3c(c(=O)n(C)c(=O)n3C)n2CCc2ccccc2)CC(C)O1 (stereo not drawn),-3,-3,9,2,5,-4,8,-7
Cc1ccc(N2C(=N)/C(=C3/Nc4ccccc4S3)C(c3ccccc3)C2=O)cc1 (stereo not drawn),/,-10,/,6,-1,/,-6,1
CCCCSc1nnc(-c2ccccc2N)c(=O)[nH]1,-17,0,15,-8,-1,-2,-2,0
Fc1cccc(Cl)c1C1Nc2cccc3cccc(c23)N1,-17,1,-15,-3,-1,-1,10,9
C=CCN(CC=C)CC(O)Cn1c2ccccc2c2ccccc21 (stereo not drawn),2,-2,31,0,5,0,-6,1
CSc1nc(-c2ccccc2)nn1C(=O)c1ccc(Cl)cc1,3,3,17,-6,2,2,-8,-1
CC(=O)OCc1cc(-c2nc3ccccc3[nH]c2=O)nn1-c1ccc(Cl)cc1,15,6,5,15,52,-2,3,-3
O=C(COc1ccccc1[N+](=O)[O-])N1CCN(C(=O)c2ccco2)CC1,-1,-3,0,-11,1,3,3,-2
Cc1cc([N+](=O)[O-])nn1CCCC(=O)Nc1ccc2c(c1)OCO2,-3,0,3,8,-4,8,0,5
O=C(NCC(c1cccnc1)N1CCOCC1)c1cccc(Cl)c1 (stereo not drawn),2,-10,5,2,7,3,-8,6
CN(CC(=O)Nc1ccccc1Cl)C(=O)c1ccc(N2C(=O)CCC2=O)cc1,-2,0,22,-3,-2,1,-1,7

# Continuation:
SMILES,UBC13 inh,CXCR6 block,APJ antagonist,EBI2 block,Gli-Sufu antag,APJ agonist,ATG4B inhibitor,CCR6 antag
Cc1cc(-c2csc(N)n2)c(C)n1-c1ccc(Cl)c(Cl)c1,-2,6,-11,-5,16,3,28,3
COc1ccc(C(=O)Nc2ccc(NC(=O)c3cccs3)cc2)cc1[N+](=O)[O-],-1,1,1,4,3,-1,2,18
COC(=O)c1ccc(CN2C(=O)NC(Cc3c[nH]c4ccccc34)C2=O)cc1 (stereo not drawn),4,-2,-10,5,4,0,-8,4
CC(C)c1ccc(NC2CCCN(C(=O)CCCn3cncn3)C2)cc1 (stereo not drawn),1,-5,9,4,-1,-1,0,6
c1ccc(SSc2ccccc2)cc1,7,-7,17,27,1,1,0,15
COc1ccc(Nc2nc(N)c([N+](=O)[O-])c(N3CCOCC3)n2)cc1,-11,-1,-5,7,4,4,0,-6
CCOc1ccc(N2CC(C(=O)Nc3ccccc3C(=O)N3CCOCC3)CC2=O)cc1 (stereo not drawn),7,5,1,14,16,-1,-2,-5
COCCN(C(=O)Cc1cccs1)C(C(=O)NCc1ccc(OC)cc1)c1ccc(C(C)C)cc1 (stereo not drawn),-8,5,-2,3,25,-2,-10,-1
CCOC(=O)C(C)NC(=O)CCc1nnc2ccc(N3CCCCC3)nn12 (stereo not drawn),4,0,11,0,-1,-1,1,6
CC1CN(c2ccc(NC(=S)Nc3ccc(N4CC(C)OC(C)C4)cc3)cc2)CC(C)O1 (stereo not drawn),-6,-4,14,-4,4,-4,-3,2
COc1ccc(NC(=O)CSc2nc(N)cc(=O)[nH]2)cc1S(=O)(=O)N1CCCCC1,-5,6,-8,-4,-3,-6,7,7
CCOC(=O)c1[nH]c(C)c(C(=O)NCc2cccnc2)c1C,4,4,7,-6,8,0,-6,0
COC(=O)C1=C(C)NC(C)=C(C(=O)OC)C1c1ccc2ccccc2n1,-5,1,-7,-11,-8,-3,6,-27
COc1cccc(-c2ccc(NC(=O)C3CCCN(Cc4ccco4)C3)cc2)c1 (stereo not drawn),11,-13,-17,2,12,26,-2,2
COc1ccc(C(=O)NNC(=O)C(=O)Nc2cccc3ccccc23)cc1,-7,8,12,-3,3,-1,1,9

# Some of the entries so far, with two lines to a compound.
# Second line of a record: UBC13 inh	CXCR6 block	APJ antagonist	EBI2 block	Gli-Sufu antag	APJ agonist	ATG4B inhibitor	CCR6 antag
- CC(C)(C)NC(=O)CN(C(=O)CNC(=O)c1cccs1)c1ccc2c(c1)OCCO2
→ -2	5	0	0	-3	-5	5	11
- Cc1snc(SCc2ccc(F)cc2)c1C#N
→ 4	2	4	6	33	-5	3	19
- Cc1ccccc1OCC(=O)N1N=C(c2cccnc2)CC1(O)C(F)(F)F (stereo not drawn)
→ 7	0	13	0	1	-5	-12	12
- O=C(CSc1nnc(NC2CCCCC2)s1)NN1C(=O)NC2(CCCCC2)C1=O
→ -3	-19	-6	-17	-8	0	-12	-3

# More structures follow.
SMILES,UBC13 inh,CXCR6 block,APJ antagonist,EBI2 block,Gli-Sufu antag,APJ agonist,ATG4B inhibitor,CCR6 antag
Cc1ccc(O)c(C2=Nc3ccccc3N=C(c3cccc([N+](=O)[O-])c3)C2)c1,-19,-2,1,5,2,-2,8,4
CC(NC(=O)CCNC(=O)c1ccccc1Cl)C1CC2CCC1C2 (stereo not drawn),2,-15,6,8,55,-1,-5,10
COc1ccc(-c2nnn(CC(=O)N3CCN(c4ccccc4OC)CC3)n2)cc1OC,2,-4,11,-7,-16,-1,-4,13
O=S(=O)(c1ccc(Br)s1)n1cccn1,4,5,8,-8,2,-2,6,16
O=C(Nc1ccon1)c1sc2ccccc2c1Cl,2,4,9,-13,-40,-6,-1,12
Cc1ccc(NC(=O)C2CCC(=O)N2C(=O)OCc2ccccc2)cc1 (stereo not drawn),-1,-2,20,-12,-17,-4,2,11
CCOC(=O)c1c(-c2ccccc2)csc1NC(=S)NC,7,2,6,-3,-11,-1,0,8
COCCNC(=O)c1ccc(CS(=O)(=O)c2ccc(C)cc2)o1,-10,0,0,1,19,-4,0,-7
Cc1c(C(=O)N2CCOCC2)sc2ncn(CC(=O)N3CCC(C)CC3)c(=O)c12,2,-4,14,-3,19,4,0,5
O=c1c2c(nc3n1CCCCC3)-c1ccccc1CC21CCCCC1,-11,8,-9,-4,11,-8,7,13
CC(C)=CC1C(C(=O)NCCc2ccccc2)C1(C)C (stereo not drawn),-4,0,0,-1,4,0,1,21
O=c1ccc(NS(=O)(=O)c2ccccc2Cl)cn1Cc1ccc(Cl)c(Cl)c1,3,0,4,4,-2,-2,8,14
Cc1cc(NC(=O)C(C)C)ncc1NC(=O)Cc1ccccc1,-5,-5,3,-15,-6,-6,-10,-6
O=C1CC(N2CCC(C(=O)N3CCCCC3)CC2)C(=O)N1 (stereo not drawn),6,1,5,-13,0,-2,2,1
COc1cc(C(=O)N/N=C/c2cccc(Oc3ccccc3)c2)ccc1O,0,-9,3,4,-13,2,-10,4
S=C(NCCCc1ccccc1)NC1CCCCC1,-4,-2,27,8,-12,5,6,4
Cc1ccc(C(=O)NCC(=O)NCCCc2ccccc2)cc1,3,-5,3,-1,15,-1,4,5

# Source: PubChem
